# Polio RdRp inh – poliovirus RNA polymerase inhibition. 150,000 compounds, 0.66% hits. poliovirus polymerase elongation, fluorescence polarization; active compounds read low. P03300. AID 588519. % elongation, % (compound at 16.7 µg/mL); in the data active = % elongation below about 90%; also: some results filed as inactive read as strong as hits
# Target sequence (P03300 1749-2209 limits assumed): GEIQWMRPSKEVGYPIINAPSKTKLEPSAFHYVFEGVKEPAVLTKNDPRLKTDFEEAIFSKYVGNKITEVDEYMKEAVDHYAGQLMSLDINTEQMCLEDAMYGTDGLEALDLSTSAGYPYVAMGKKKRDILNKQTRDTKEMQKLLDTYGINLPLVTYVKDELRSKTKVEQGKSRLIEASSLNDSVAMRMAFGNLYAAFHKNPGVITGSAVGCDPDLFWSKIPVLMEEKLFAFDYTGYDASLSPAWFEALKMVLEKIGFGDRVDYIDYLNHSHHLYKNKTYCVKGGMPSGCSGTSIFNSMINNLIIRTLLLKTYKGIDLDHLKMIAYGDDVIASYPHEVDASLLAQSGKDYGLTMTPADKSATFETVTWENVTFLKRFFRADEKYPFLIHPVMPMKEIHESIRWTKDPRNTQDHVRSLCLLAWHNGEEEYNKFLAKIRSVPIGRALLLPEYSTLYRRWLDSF
# Polio RdRp inh FP z-score – recorded beside Polio RdRp inh, whose call it bears; z-score; measured here: FP z-score; hits read low
# The depositor's hits bear a star. Only part of the results is shown (hit frequency here may not be typical).
SMILES,Polio RdRp inh,Polio RdRp inh FP z-score
CCOC(=O)C1(CC)CC(C)(c2csc(N)n2)OC1=O (stereo not drawn),102,0.2
COc1cc(-c2noc(-c3nnn(-c4ccc(Cl)cc4)c3C)n2)cc(OC)c1OC,103,-0.3
COc1ccccc1C(CC(=O)O)c1ccco1 (stereo not drawn),104,0.1
Cc1ccc(CNC(=O)c2cccc(N3CCCS3(=O)=O)c2)cc1,112,0.4
CNC(=S)Nc1cc(Cl)ccc1OC,99,-0.4
COc1cc(NS(=O)(=O)c2ccc3c(c2)CC(C)N3C(=O)C2CCC2)cc(OC)c1OC (stereo not drawn),106,0
Cc1nn(CC(=O)Nc2cccc(C(F)(F)F)c2)c(=O)c2nn(-c3ccccc3)c(C)c12,118,2.1
Cc1cc2c3c(c1)c(-c1ccccc1)c(C)n3CCC2,99,-0.6
COc1ccc(Nc2cc(C(=O)NCCc3ccccc3)c3ccccc3n2)cc1,100,-0.7
CCc1ccc(CNC(=O)Cn2nc(-c3ccc(Cl)cc3)ccc2=O)cc1,117,1.6
Nc1ccccc1N1C(=O)c2ccccc2C1=O,106,0.3
Nn1c(SCc2ccccc2)nnc1-c1ccco1,104,0.8
CC(=O)c1cccc(NC(=O)Cn2c(=O)oc3cc(S(=O)(=O)N4CCCC4)ccc32)c1,105,-0.3
Cc1cc(C(=O)COC(=O)C2CC(=O)N(Cc3ccccc3)C2)c(C)n1Cc1cccs1 (stereo not drawn),101,0
Cc1cc(C)n(-c2nc3ccccc3nc2N2CCN(S(=O)(=O)c3ccccc3)CC2)n1,100,-0.2
NC(=O)COC(=O)c1cccc(S(=O)(=O)N2CCc3ccccc32)c1,104,0.1
O=C(N/N=C1/CSC(=O)N1Cc1cccs1)c1cccs1,103,0.4
CNC(=O)CSCc1c(C)noc1C,101,-0.3
N#CCNc1ccccc1,98,-0.9
O=C(CCS(=O)(=O)c1nc(-c2ccc3c(c2)OCO3)cc(C(F)(F)F)n1)Nc1ccccc1C(F)(F)F,106,0.2
O=C(NC(C(=O)O)c1ccccc1)c1cccs1 (stereo not drawn),106,1.2
CCOc1cc(Cl)c(S(=O)(=O)n2cc(C)nc2CC)cc1Cl,101,-0.7
N#C/C(=C\c1ccc(C(F)(F)F)cc1)c1cccc(C(F)(F)F)c1,105,-0.1
Cc1c(/C=C(\C#N)C(=O)Nc2cccc(Cl)c2)c2ccccc2n1Cc1ccccc1,122,3.1
Cc1cc(/C=N/n2c(SCC(=O)O)nnc2C2CCCCC2)c(C)n1CC(C)C,101,0
CN1C(=O)/C(=C/c2ccc(C(=O)NCc3ccccc3)cc2)Oc2ccccc21,102,0.1
c1ccc(-c2nnc(-c3cccc4ccccc34)o2)cc1,104,0
Cc1cc(C)cc(-n2c(C)cc(C(=O)C(=O)Nc3nnc(C)s3)c2C)c1,104,-0.3
N#C/C(=C\c1ccc(O)cc1)C(=O)NCC1CCCO1 (stereo not drawn),104,-0.2
CC(=O)N1c2ccc(S(=O)(=O)NC(Cc3ccccc3)C(=O)N3CCCCC3)cc2CC1C (stereo not drawn),103,0.8
Cc1cccc(NC(=O)CNC(=O)CSc2nnnn2-c2ccccc2)c1C,108,1
COC(=O)C1CCN(C(=O)CCOc2ccc(OC)cc2)CC1,107,2.1
CCn1ncc2c1N1COCN(C2)c2c(cnn2CC)C1,104,0.3
COCCN(C(=O)c1noc2c1CCCCC2)C1CCN(C(C)=O)CC1,102,-0.1
NC(=O)c1cc2c([nH]c1=O)CCCCCCCCCC2,100,-0.6
N#CC(=C1C(=O)c2ccccc2C1=O)c1nc2ccccc2[nH]1,80*,-2.3*
CC(Oc1ccccc1)c1nn2c(-c3cccnc3)nnc2s1 (stereo not drawn),103,0.7
CCOC(=O)CC(NC(=O)CCc1c(C)nc2ncnn2c1C)c1ccc(C)cc1 (stereo not drawn),108,0.3
NNc1ncnc2ccccc12,106,0.6
COc1ccc(-c2nnc(SCC(=O)NC3CCCCC3)nc2-c2ccc(OC)cc2)cc1,116,1.6
CC(C)(C)/C(N)=N/S(=O)(=O)c1cc(C(F)(F)F)cc(C(F)(F)F)c1,101,-0.3
O=C(NCc1ccccc1Cl)c1cccn1-c1nnc(N2CCCCC2)s1,102,-1.1
O=C(NN=C(c1ccccc1)c1ccccc1)c1ccco1,104,1
CCCN1CCC(NC(=O)Nc2cccc(F)c2)CC1,101,-0.4
OC1(c2ccccc2)C2CC3CC(C2)CC1C3 (stereo not drawn),100,-0.3
Cc1cccc(-n2c(=O)c3c(c4cc(C)ccc4n3C)n(CC(=O)Nc3ccccc3C(F)(F)F)c2=O)c1,105,0
CCCCn1nc(C(=O)N2CCN(S(=O)(=O)c3ccccc3)CC2)c2ccccc2c1=O,101,-0.2
CCn1c(COc2ccc(Cl)cc2Cl)nc2ccccc21,104,-0.1
O=C1CCCC(O)=C1C=Nc1cccc2ccccc12,102,0.1
N/C(=N\S(=O)(=O)c1ccc(Cl)cc1)Nc1nc2ccccc2o1,102,-0.1
Cc1cc(C=C(C#N)C#N)c(C)n1-c1ccccc1,102,0.2
c1ccc(C2N3CCCN23)cc1 (stereo not drawn),104,0.8
O=C(OCCCn1c(=O)[nH]c2ccccc21)c1ccc(S(=O)(=O)N2CCOCC2)cc1,103,0.1
Cn1c(=O)oc2cc(S(=O)(=O)N3CC=C(c4ccccc4)CC3)ccc21,101,0.5
COc1ccc(-c2n[nH]c3c2C(c2ccccn2)N(C)C3=O)cc1 (stereo not drawn),104,-0.4
O=C(NC1CCCCC1)c1snc2ccc(Cl)cc12,99,-0.7
COc1ccc(NC(=O)c2sc3nc[nH]c(=O)c3c2C)cc1Cl,105,-0.7
CCO/C=C1\C(=O)C(C)(C)Oc2ccc3ccc(=O)oc3c21,100,0.1
CSc1nc2scc(-c3cccs3)c2c(=O)n1CC(C)C,99,-0.3
COc1ccc(CCNc2ncnc3c2cnn3-c2ccc(F)cc2)cc1,105,-0.3

# (listing goes on)
SMILES,Polio RdRp inh,Polio RdRp inh FP z-score
Cc1noc2ncnc(N3CCCC(C(=O)Nc4cc(F)ccc4F)C3)c12 (stereo not drawn),113,1.1
Cc1c(C(=O)N(Cc2ccc(N(C)C)cc2)CC2CCCO2)oc2ccccc12 (stereo not drawn),113,1
S=c1[nH]c(-c2ccccc2)c(-c2ccccc2)[nH]1,106,0.5
COc1ccc(Cn2c(SCc3ccc(C(=O)NC4CCCCC4)cc3)nc3cccnc32)cc1,116,0.9
COc1cccc(CNC(=O)c2cc3c(=O)n(Cc4cccnc4)ccc3nc2C)c1,109,0.6
Cc1[nH]nc2nc(SCC(=O)NC3CCCCC3)n(-c3ccc(Br)cc3)c(=N)c12,101,0.4
O=S(=O)(c1ccc2c(c1)OCCO2)N1CCN(c2ccnc3cc(Cl)ccc23)CC1,103,0.1
c1ccc2c(c1)nc1n2CN(C2CCCCC2)CN1,103,0.3
COc1cc(C(c2nnnn2Cc2ccco2)N2CCN(C3CCCC3)CC2)cc(OC)c1OC (stereo not drawn),100,-0.3
CCOC(=O)/C(C#N)=C/c1cn(Cc2ccccc2)c2ccccc12,103,0.2
COc1ccc(CC(=O)Nc2nccs2)cc1S(=O)(=O)N1CCOCC1,106,0.6
O=C(/C=C/c1cccs1)NCC1CCN(C(=O)/C=C/c2cccs2)CC1,100,0.1
CCOC(=O)C1CCN(C(=O)COC(=O)c2ccccc2OCC)CC1,101,0
O=C(NCCCN1CCC(Cc2ccccc2)CC1)c1nnc(Cc2ccc3c(c2)OCO3)o1,105,0.6
COc1ccc(NC(=O)CNC(=O)Cn2ccc3ccccc3c2=O)cc1OC,105,0.1
Clc1ccc(N=Cc2c[nH]c3ccccc23)cc1Cl,104,0.1
O=C1CC(C(=O)N(Cc2ccco2)Cc2cccs2)CN1Cc1ccccc1 (stereo not drawn),108,1.1
O=C(CSc1cccc[n+]1[O-])Nc1ccccc1OC(F)F,103,0.1
O=C(Cn1c(C(F)(F)F)nc2ccccc21)NCc1ccco1,105,1.5
CCCN(CC1CC1)c1oc(-c2ccc(F)cc2)nc1C#N,107,0.6
CCOC(=O)COc1ccc(S(=O)(=O)N2CCN(Cc3ccc4c(c3)OCO4)CC2)cc1,101,0.2
CC(C)CCSc1nc2ccccc2n1CC(N)=O,105,0.6
COc1ccc(Nc2nc(N)nc(N)c2S(=O)(=O)c2ccccc2)cc1,110,1.3
CCc1ccc(Nc2nc(-c3cc4cccc(OC)c4oc3=O)c(CC)s2)cc1,104,-0.7
O=C(NC(=Nc1ccccc1)N1CCOCC1)Nc1ccccc1,108,0.7
O=C(NC(=O)C(F)(F)F)NC1CCCC1,101,0.1
OCCNCc1[nH]c2ccccc2c1Cl,100,-0.4
COc1ccc(OC)c(NC(=O)CSc2cn(CC(=O)N3CCOCC3)c3ccccc23)c1,119,0.5
Cc1cc2ncn(C(=O)c3c(-c4ccccc4Cl)noc3C)c2cc1C,101,-0.1
COc1cc(C2C(C(=O)Nc3ccc(C)cc3C)=C(C)Nc3nc4ccccc4n32)cc(OC)c1OC (stereo not drawn),105,-0.1
CN1CCc2nc3sc(C(=O)C(C)(C)C)c(N)c3cc2C1,128,2.4
CCOC(=O)CC1C(=O)NCCN1C(=O)OC(C)(C)C (stereo not drawn),105,1.8
COC(=O)c1csc(N)n1,103,0.8
O=C(OCc1ncc(-c2ccccc2)o1)c1ccccc1C(=O)c1ccc2c(c1)OCCO2,105,0.1
Cc1ccc(NC(=O)CCSC2=NCCS2)cc1,102,0.2
CCOc1ccccc1NC(=O)NCCN1CCCc2ccccc21,98,-0.3
Cc1sc2ncn(CC(=O)Nc3ccc(F)cc3F)c(=O)c2c1S(=O)(=O)N1CCC(C)CC1,105,0.1
Cc1nn(-c2ccccc2)c2c1C(c1ccc(-c3ccc(S(=O)(=O)N4CCOCC4)cc3)o1)C1=C(CC(C)(C)CC1=O)N2 (stereo not drawn),105,0.4
N#CC1=C(N2CCOCC2)c2cc3c(n2C1=N)CCCC3,62,-4.5
O=C(Cc1ccc(F)cc1)NC1CC(=O)N(c2ccccc2)C1 (stereo not drawn),106,-0.2
CCc1nc2cccnc2n1-c1ccc(CC(=O)Nc2c(C)cccc2C)cc1,108,0.1
COc1ccc(CNC(=O)CC2N=C3c4ccccc4N=C(SCC(=O)Nc4ccc(C(C)C)cc4)N3C2=O)cc1 (stereo not drawn),111,0.9
O=C(O)C1(c2ccccc2)CCCN1 (stereo not drawn),100,-0.4
Cc1nnc(Sc2cc(C(=O)NC3CC3)c3ccccc3n2)s1,102,0.2
CCN(CC)S(=O)(=O)c1ccc2c(c1)nc(CC(=O)O)n2C,81*,-3.9*
Cc1ccc(C2CC(=O)Nc3cc4c(cc32)OCCO4)cc1Br (stereo not drawn),100,-1.4
CC1(C)C/C(=N/NC(N)=S)c2ccoc2C1,101,0.6
Cc1ccc(C)c(N2CCN(C(=O)Nc3cn(CC(C)C)c(=O)c4ccccc34)CC2)c1,77*,-2.2*
c1ccc2c(c1)nc(NC1CCCC1)c1nncn12,102,-0.1
Cc1cc(C)cc(-n2ccn(CC(=O)c3ccc(F)cc3)c(=O)c2=O)c1,114,1.5
CC1CSC(Nc2ccccc2C(C)C)=N1 (stereo not drawn),102,0.2
CC(=O)Nc1scc(C)[n+]1C,104,1
CCc1ccc(OCC(=O)c2c(O)c3ccccc3oc2=O)cc1,100,0.1
COC(=O)c1cc(OC)c(OC)cc1NC(=O)c1ccc(-c2ccccc2F)o1,100,-0.8
O=S(=O)(Nc1nc2ccccc2nc1NCCc1ccccc1)c1ccc(Cl)cc1,103,0.3
N#Cc1cc2c(nc1SCc1ccncc1)CCCCC2,100,-1.1
O=C(CCn1cnc2ccccc2c1=O)NCc1ccccc1Cl,113,1.3
Cc1ccc(C)c(N2CCN(CCCNC(=O)Cn3ncc4c([nH]c5ccccc54)c3=O)CC2)c1,108,0.3
CCOC(=O)c1sc(SC)c(C#N)c1-c1cccs1,99,-1.1
CCCS(=O)(=O)N1CCCC(C(=O)N2CCC3(CC2)OCCO3)C1 (stereo not drawn),101,0.1

# Going on with the list.
SMILES,Polio RdRp inh,Polio RdRp inh FP z-score
Cc1ccc(S(=O)(=O)NNc2ncnc3c(C)csc23)cc1,98,-0.9
NC(=O)CS(=O)C(c1ccccc1)c1ccccc1 (stereo not drawn),101,0.2
CCCNC(=O)CN1C(=O)CSc2ncccc21,100,-0.7
COc1ccc(/C=C2/Sc3ccc(C(=O)N(C)C4CCCCC4)cc3NC2=O)cc1,101,-0.5
CCOC(=O)c1c(NC(=O)c2cc(C(C)C)on2)sc(C)c1C,92,-1.7
O=C1CCCCC1c1nccc2ccccc12 (stereo not drawn),104,0.8

# High-throughput results (PubChem)
